Screening results (PubChem)
hIAP inh: blocks human intestinal alkaline phosphatase | P09923 | purified IAP, CDP-Star luminescence, 30 min | inhibition, % at 10 µM | actives 0.12% (n = 330,000);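 active = inhibition reaching a set limit with compound at 10 µM in the primary screen, cut at about 35% in these data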;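 note: plate controls were DMSO wells with enzyme for no effect and no-enzyme buffer wells for full effect; values of inactives mirror those of a sister screen read the other way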
mIAP inh: blocks mouse intestinal alkaline phosphatase | purified mouse IAP, CDP-Star luminescence, 30 min | inhibition, % at 10 µM | actives 0.2% (n = 330,000);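 active = inhibition of at least 40% at 10 µM in the primary screen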;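 note: plate controls were DMSO with enzyme for no effect and no enzyme wells for full effect; values of inactives mirror those of a sister screen read the other way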
TIM10 inh: growth inhibitors of TIM10 yeast strain; AID 463195; S. cerevisiae TIM10 strain growth, BacTiter-Glo luminescence, 24 h; actives 1.4% (n = 330,000); inhibition, % at 10 µM;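 active = inhibition of 40% or more at the single tested concentration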;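 note: wild-type TIM10 isogenic control strain grown at permissive 25 °C; 0% = DMSO yeast wells and 100% = minimal medium wells without yeast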
mIAP act: increases mouse intestinal alkaline phosphatase activity; muIAP, CDP-Star luminescence, 30 min; active compounds read high; 1 = vehicle-only enzyme signal, 0 = enzyme-free wells; activation factor at 10 µM; actives 0.24% (n = 330,000);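 active = activation factor of at least 2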; note: the source names both 10 and 20 µM as test concentration; values of inactives mirror those of a sister screen read the other way
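System: mouse IAP enzyme. Reagent: CDP-Star chemiluminescent phosphatase substrate. Benchmarks: DMSO wells, no-enzyme wells. Times: 30 min enzyme-substrate-compound incubation at room temperature. Detection: luminescence from enzymatic CDP-Star hydrolysis. Doses: test compounds delivered from DMSO solution.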
NALP3 yeast inh: inhibitors of NALP3 inflammasome in yeast; Yeast reconstituted NLRP3/ASC/caspase-1, beta-gal luminescence, 24 h; inhibition, % at 10 µM; actives 0.39% (n = 330,000);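 active = inhibition of 50% or more; inactive = inhibition below 50%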;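 note: plate controls were induced DMSO wells for no effect and uninduced yeast grown without galactose for full effect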
ATG4B inhibitor: ATG4B (human) cysteine protease inhibition. Q9Y4P1. ATG4B cleavage of LC3-PLA2, NBD-HPC fluorescence, 1 h. inhibition, % at 8.33 µM. actives 0.51% (n = 340,000); in the data active = inhibition above about 40%
hIAP act: human IAP activation; P09923; purified human IAP, CDP-Star luminescence, 30 min; active compounds read high; 1 = vehicle-only enzyme, 0 = enzyme-free background; activation factor at 10 µM; actives 0.16% (n = 330,000);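 active = activation factor of the enzyme at least 2-fold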; note: the source names both 10 and 20 µM as test concentration; values of inactives mirror those of a sister screen read the other way
tim10-1 inh: growth inhibitors of tim10-1 mutant yeast; S. cerevisiae tim10-1 ts strain growth, BacTiter-Glo, 24 h; inhibition, % at 20 µM; actives 2.2% (n = 330,000); AID 463190;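 active = inhibition of at least 40%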;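 note: mutant grown at 25 °C; 0% = DMSO wells with yeast and 100% = wells holding no yeast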
Apaf1 inhib: human Apaf-1 inhibition; reconstituted apoptosome caspase-3 activity, DEVD-Rh110 fluorescence; actives 0.71% (n = 330,000); AID 489030; inhibition, % at 20 µM; O14727; active = inhibition of at least 40% at 20 µM;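 note: plate controls were DMSO wells for no effect and DEVD-CHO caspase inhibitor wells for full effect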
Target sequence (O14727 whole entry, looked up): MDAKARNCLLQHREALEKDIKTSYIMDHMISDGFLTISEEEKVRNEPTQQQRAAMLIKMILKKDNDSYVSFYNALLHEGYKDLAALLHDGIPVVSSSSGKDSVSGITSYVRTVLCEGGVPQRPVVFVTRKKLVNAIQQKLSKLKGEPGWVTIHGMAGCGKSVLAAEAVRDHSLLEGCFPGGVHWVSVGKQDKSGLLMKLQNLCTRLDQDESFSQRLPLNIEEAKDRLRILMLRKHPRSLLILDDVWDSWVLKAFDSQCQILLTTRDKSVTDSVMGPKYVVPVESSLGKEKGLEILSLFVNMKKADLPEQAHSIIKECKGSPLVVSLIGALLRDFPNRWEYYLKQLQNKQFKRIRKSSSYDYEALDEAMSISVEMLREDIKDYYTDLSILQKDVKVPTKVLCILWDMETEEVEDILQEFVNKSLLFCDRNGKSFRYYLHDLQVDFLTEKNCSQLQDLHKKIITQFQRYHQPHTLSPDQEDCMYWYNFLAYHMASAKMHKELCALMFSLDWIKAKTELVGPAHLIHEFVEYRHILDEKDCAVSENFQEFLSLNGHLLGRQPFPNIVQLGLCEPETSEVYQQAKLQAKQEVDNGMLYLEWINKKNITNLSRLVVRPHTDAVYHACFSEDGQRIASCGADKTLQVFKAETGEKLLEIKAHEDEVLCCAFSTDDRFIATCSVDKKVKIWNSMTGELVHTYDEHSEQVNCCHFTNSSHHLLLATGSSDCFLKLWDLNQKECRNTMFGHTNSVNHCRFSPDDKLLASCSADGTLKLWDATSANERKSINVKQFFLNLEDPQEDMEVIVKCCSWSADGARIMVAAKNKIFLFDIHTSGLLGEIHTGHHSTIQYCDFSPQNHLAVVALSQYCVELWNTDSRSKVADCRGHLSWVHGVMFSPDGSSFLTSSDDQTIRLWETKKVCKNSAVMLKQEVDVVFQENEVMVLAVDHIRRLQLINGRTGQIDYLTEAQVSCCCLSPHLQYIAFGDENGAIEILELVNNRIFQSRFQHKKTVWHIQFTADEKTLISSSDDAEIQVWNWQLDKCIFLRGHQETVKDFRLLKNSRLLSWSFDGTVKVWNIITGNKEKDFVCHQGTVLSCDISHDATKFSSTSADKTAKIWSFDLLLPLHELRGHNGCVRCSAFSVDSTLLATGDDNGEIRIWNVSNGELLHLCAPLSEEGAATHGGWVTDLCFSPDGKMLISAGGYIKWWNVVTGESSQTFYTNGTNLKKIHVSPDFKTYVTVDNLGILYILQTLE
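System: Apoptosome proteins | Medium: Hepes pH 7.5 with detergent and BSA | Also added: Cytochrome c trigger plus (Z-DEVD)2-Rh110 caspase-3 substrate | Incubation: 30 min compound preincubation, 50 min activation, room temperature | Detection: Rhodamine 110 fluorescence at Ex 480/Em 540 nm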
Active calls of the source: *; nt = not tested or not shown; & = joins results of further samples.

cpd	Compound	Apaf1 inhib	ATG4B inhibitor	mIAP inh	hIAP inh	NALP3 yeast inh	tim10-1 inh	hIAP act	TIM10 inh	mIAP act
1	O=C(Oc1ccc2ccc(=O)oc2c1)N1CCOCC1	7	3	-8	16	11	9	0.84	-4	1.1
2	CC(=O)c1c(C)oc2ccc(NS(=O)(=O)c3ccc(C)cc3)cc12	3	-10	-6	-6	22	8	1.1	-11	1.1
3	CCOc1ccc(Nc2nc(N)c([N+](=O)[O-])c(N3CCN(C)CC3)n2)cc1	-1	0	9	6	13	-9	0.94	15	0.91
4	CCOC(=O)/C(C#N)=C/c1cn(CCOc2ccccc2)c2ccccc12	-9	-13	9	17	18	13	0.83	-9	0.91
5	CC(Oc1ccccc1)C(=O)NCc1cccnc1 (centres undefined)	-3	6	0	-15	8	28	1.2	4	0.99
6	Cc1ccc(C(=O)Nc2cccc([N+](=O)[O-])c2)cc1S(=O)(=O)Nc1ccc(C(=O)O)cc1	-6	5	1	-3	15	15	1	13	0.99
7	COc1ccccc1N1CCN(C2CCCN(S(=O)(=O)c3ccc(C)cc3)C2)CC1 (centres undefined)	2	25	2	-13	10	8	1.1	2	0.98
8	O=C(CCSc1ccc(Cl)cc1)N1CCOCC1	-3	-8	6	5	1	17	0.95	10	0.94
9	Cc1ccc(C(=O)CCC(=O)NNC(=O)c2ccccc2O)cc1	-3	-13	21	-35	12	3	1.3	2	0.79
10	COc1ccccc1NC(=O)CCS(=O)(=O)c1ccc2c(c1)oc(=O)n2C	-8	0	1	-2	7	9	1	-6	0.99
11	CC(C)/C=C1\CC/C(=C\c2cccnc2)C1=O	-1	9	2	11	2	23	0.89	30	0.98
12	COc1cccc(-n2c(SCC(=O)Nc3nccs3)nnc2-c2ccoc2C)c1	16	-11	-6	0	-5	28	1	28	1.1
13	COCCOC(=O)c1c(C)oc2ccc(OCc3ccccc3)cc12	7	-1	0	-4	28	5	1	2	1
14	Cc1cc2c(cc1S(=O)(=O)N1CCN(c3ccccc3)CC1)OCC(=O)N2	13	-10	-3	5	15	-27	0.95	-8	1
15	Cc1cc(C)n2nc(SCC(=O)NC(=O)c3ccccc3Cl)nc2n1	-4	1	7	1	7	4	0.99	4	0.93
16	CN1CCN(c2ccc([N+](=O)[O-])cc2S(=O)(=O)N2CCOCC2)CC1	0	8	11	12	5	9	0.88	8	0.89
17	Cc1cc(=O)[nH]c(SCC(=O)NNC(=O)Cc2ccccc2)n1	-24	6	15	-30	15	5	1.3	4	0.85
18	O=C1N/C(=N/N=C/c2ccccc2)SC1(c1ccccc1)c1ccccc1	-4	-2	5	-8	6	23	1.1	17	0.95
19	COc1ccc2cc(CN(CCc3ccccc3)Cc3nnnn3CC3CCCO3)c(=O)[nH]c2c1 (centres undefined)	-15	-2	-8	3	8	12	0.97	4	1.1
20	COc1ccc(-n2cnnc2SCC(=O)NCc2cccs2)cc1	-7	4	3	-8	4	7	1.1	2	0.97
21	COCCCn1c(SCC(=O)NC2CCCC2)nnc1-c1ccncc1	-4	0	0	-2	6	0	1	-4	1
22	FC(F)(F)COc1nc(N/N=C/c2cccnc2)nc(N2CCCCC2c2ccccn2)n1 (centres undefined)	11	2	-10	-8	-11	34	1.1	19	1.1
23	Cc1ccc(C)c(Oc2coc3cc(OCC(=O)Nc4ccccc4C(C)C)ccc3c2=O)c1	19	nt	10	-13	25	20	1.1	3	0.9
24	Nc1ccn([C@H]2C[C@H](O)[C@@H](CO)O2)c(=O)n1	-3	-4&7	-2	-7	17	0	1.1	-5	1
25	CN1C(=O)C2C=CC1C1C(=O)N(c3ccccc3)C(=O)C21 (centres undefined)	-7	-8	-6	10	11	-6	0.9	13	1.1
26	Cc1cc(OCCCC(=O)NNC(=O)c2ccncc2)ccc1Cl	-14	4	11	-62	10	4	1.6	2	0.89
27	CC(C)(C)C(=O)Nc1ccccc1C(=O)NCCCn1ccnc1	-2	-11	0	4	10	-1	0.96	-3	1
28	Cc1ccc(-c2nnc(CSc3nnc(COc4ccccc4)n3-c3ccc(C)cc3)o2)cc1	28	-14	-11	-3	17	26	1	26	1.1
29	COc1ccc(-c2nc(CSCC(=O)N3CCN(C)CC3)c(C)o2)cc1OC	-6	-7	-4	2	5	-10	0.98	-3	1
30	Cc1cc(C)n(CNc2nc(C(F)(F)F)cs2)n1	-3	-5	-1	-11	3	10	1.1	-1	1
31	COc1ccc(CNC(=O)COc2cccnc2[N+](=O)[O-])cc1	1	1	2	-3	-8	-8	1	13	0.98
32	COCCC1CCCCN1C(=O)c1ccc2nc(Cc3ccccc3F)oc2c1 (centres undefined)	8	-6	6	-2	16	21	1	0	0.94
33	Cc1onc(-c2c(F)cccc2Cl)c1C(=O)OCC(=O)N1C(C)CCCC1C (centres undefined)	1	-2	1	-4	18	6	1	-11	0.99
34	CNC(=O)c1cc(C(=O)c2ccc(C(F)(F)F)cc2)c[nH]1	18	9	-10	-19	11	16	1.2	-2	1.1
35	Cn1c(=O)c2c(nc(-n3ccnc3)n2Cc2ccc(Cl)cc2Cl)n(C)c1=O	-3	-3	-2	-11	6	7	1.1	-5	1
36	Cc1ccccc1N1C(=O)CSC1=C(C#N)C#N	5	2	-8	0	12	29	1	1	1.1
37	O=C(COc1ccc(F)cc1Br)NCc1ccccn1	11	-8	-6	-19	10	32	1.2	-11	1.1
38	O=S(=O)(Nc1ccc2ccccc2n1)c1ccc2c(c1)CCO2	0	7	-2	-6	10	31	1.1	18	1
39	COc1cc(CNC(C)(C)CO)cc(Br)c1OCc1ccc(Cl)cc1Cl	12	1	-12	-5	10	3	1.1	19	1.1
40	COC(=O)C(C(=O)OC)c1ccccc1[N+](=O)[O-]	11	-4	-2	2	-4	8	0.98	4	1
41	Cc1ccc(OS(=O)(=O)c2cn(C)c(=O)n(C)c2=O)cc1C	-3	-3	-4	4	4	1	0.96	-20	1
42	NC(=O)c1cc(S(=O)(=O)NCc2ccc(Br)cc2)cs1	-8	-3	1	-2	0	3	1	-8	0.99
43	O=C(CCNC(=O)c1ccc(Br)cc1)NNC(=O)COc1ccccc1F	1	-3	18	-25	3	-3	1.2	-1	0.82
44	C=CCC[C@@H](Cc1ccc(F)cc1)C(=O)OC[C@@H](Cc1c[nH]c2ccccc12)NC(=O)[C@@H](CC=C)CC(=O)NCCO	8	-20	6	-4	17	19	1	8	0.94
45	Nc1nc2n(n1)C(c1cccs1)CC(c1ccc(F)cc1)N2 (centres undefined)	8	-3	5	0	9	19	1	6	0.95
46	COc1ccc(/C=N/Nc2nc(C)cc(-c3ccccc3)n2)c(OC)c1	-2	-8	1	-26	31	5	1.3	16	0.99
47	O=C(c1cnn(C(=O)c2ccccc2)c1)c1ccccc1O	7	36	5	0	4	7	1	19	0.95
48	CCCn1c(-c2cccnc2Cl)nc2cc(Cl)c(Cl)cc21	-3	-4	2	-8	20	37	1.1	0	0.98
49	CCCn1c(N2CCOCC2)nc2c1c(=O)[nH]c(=O)n2C	-21	17	3	24	6	5	0.76	5	0.97
50	Cc1cc(C)c2cc(CN(CCCN(C)C)C(=S)NCc3ccccc3)c(=O)[nH]c2c1	8	1	10	17	17	20	0.83	-8	0.9
51	CC(C)C[C@H](NC(=O)N1CC(=O)Nc2ccccc21)C(=O)N[C@H](Cc1ccccc1)C(=O)O	-11	-13	2	3	1	2	0.97	-2	0.97
52	CC(=O)Nc1ccc(OCC(O)Cn2nc(C)c(C)c2C)cc1 (centres undefined)	-1	-1	-1	-3	-4	-8	1	11	1
53	O=C(N1CCCCC1)N1CCC(c2nc3ccccc3[nH]2)CC1	-8	-2	-1	5	1	9	0.95	2	1
54	COc1ccc(-c2cc3c(=O)n(CC(=O)NCCN4CCCC4)nc(C)n3n2)cc1	-4	2	0	18	-3	12	0.82	16	1
55	O=C(NCCS(=O)(=O)c1ccc(Br)cc1)c1c(F)cccc1F	-4	4	-3	-12	-1	-10	1.1	-15	1
56	CCOc1cc(/C=N/NC(N)=O)ccc1OC(=O)c1ccc(C)cc1	17	nt	5	4	-2	24	0.96	27	0.95
57	COc1cccc2cc(C(=O)Oc3ccc(NC(C)=O)cc3)c(=O)oc12	-3	-1	8	1	14	8	0.99	5	0.92
58	CCOc1cc(N2CCOCC2)c(OCC)cc1NC(=O)c1cnccn1	5	-23	1	-1	23	-1	1	2	0.99
59	O=C(O)CCCCCCNS(=O)(=O)c1ccccc1	-4	-5	9	4	6	-5	0.96	-12	0.91
60	O=C(NC1CCCCC1)C(c1ccccc1)N(Cc1ccco1)C(=O)c1csnn1 (centres undefined)	4	-5	6	3	21	-2	0.97	8	0.94
61	Cc1ccc(C(=O)NN=C2CCCCCC2)s1	3	2	-1	-12	15	-13	1.1	-2	1
62	NC(=O)[C@@H]1CCCNc2c(I)cc([N+](=O)[O-])cc2C(=O)N[C@@H](CCC(=O)O)C(=O)N[C@@H](CO)C(=O)N1	-8	2	-2	14	9	-2	0.86	-4	1
63	Cc1nc(SCC(=O)Nc2ccc(S(=O)(=O)N3CCOCC3)cc2)c2c(C)c(C)sc2n1	7	1	-10	15	3	22	0.85	30	1.1
